West Nile virus CPE = inhibition of WNV-induced cytopathic effect – cell-based, CPE readout (AID 1621); 290,000 compounds, 0.02% hits; West Nile virus-infected cells, CPE inhibition; higher % means a stronger effect; one-dose CPE inhibition, % at 10 µM; IC50 in µM for titrated hits; in the data active = a potency from the dose series; inconclusive = CPE inhibition mostly from about 3.7% at the one dose, without a potency; inactive = the rest, 99 in 100 with CPE inhibition below about 2.2%; also: strong numbers were not always called active
PhoP inhibition = PhoP-dependent GFP reporter repression – Salmonella Typhimurium, primary screen (AID 1863); S. Typhimurium PhoP-regulated promoter GFP reporter, 4 h; higher % means a stronger effect; 300,000 compounds, 0.16% hits; one-dose inhibition, % at 50 µM; IC50 in µM for titrated hits;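 active = inhibition over 29.93%, a cutoff 3 SD above the screen mean, later confirmed by dose response; inconclusive = inhibition over 29.93% but no dose response follow-up; inactive = inhibition at most 29.93% or unconfirmed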;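 also: 0% = low Mg2+ inducing control and 100% = high Mg2+ repressing control; strong numbers were not always called active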
SV40 large T antigen = SV40 large T antigen inhibitors, biochemical (AID 1903); SV40 large T antigen ATPase/helicase inhibition assay; higher % means a stronger effect; one-dose inhibition, % at 20 µM; IC50 in µM for titrated hits; 310,000 compounds, 0.39% hits; in the data active = a potency from the dose series; inconclusive = inhibition mostly from about 32% at the one dose, without a potency; inactive = the rest, 99 in 100 with inhibition below about 32%; also: strong numbers were not always called active
PMI inhibition = human PMI inhibitors, high substrate, primary screen, biochemical, fluorescence intensity, high mannose 6-phosphate (AID 1220); one-dose inhibition, % at 20 µM; IC50 in µM for titrated hits; 190,000 compounds, 0.66% hits; recombinant PMI enzyme, coupled fluorescence intensity; higher % means a stronger effect
RSV CPE inhibition = inhibition of RSV-induced cytopathic effect – HEp-2 cells, primary 10 µM value included (AID 2391) | HEp-2 cells, RSV-induced CPE inhibition; higher % means a stronger effect | 310,000 compounds, 0.13% hits | CPE inhibition, % at 10 µM; hits with a dose series show IC50 in µM; in the data active = a potency from the dose series; inconclusive = CPE inhibition mostly from about 23% at the one dose, without a potency; inactive = the rest, 99 in 100 with CPE inhibition below about 21%; also: strong numbers were not always called active
Ins promoter up = MIN6 insulin promoter up-regulation; z-score at 5 µM; AID 1625; 190,000 compounds, 0.3% hits; MIN6 insulin promoter-GFP reporter, high-content imaging; hits give high values;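 active = z-score above 3 at 5 µM with at least 500 cells counted in the well; inconclusive = wells under 500 cells, flagged as cytotoxic or low count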
ER stress rescue = rescue of cells from ER stress-induced death, primary screen, 384-well, CSM14.1, thapsigargin, ATP luminescence (AID 1222); CSM14.1 thapsigargin-induced death rescue, ATP luminescence; higher % means a stronger effect; one-dose cellular ATP content (survival), % at 20 µM; EC50 in µM for titrated hits; 190,000 tested, under 10 active;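 active = EC50 below 50 µM in the dose-response confirmation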;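 also: death triggered by thapsigargin at about 15 µM added after 2 h compound pretreatment; cell ATP read after overnight thapsigargin exposure of roughly 18 to 22 hours; normalized against plate controls of thapsigargin alone and 5% DMSO vehicle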
TNAP activation fold = human TNAP enzyme activators, primary screen, biochemical, luminescent, no phosphate acceptor, uHTS (AID 1001). 200,000 compounds, 0.03% hits. purified TNAP, luminescent activation assay, no phosphate acceptor; higher activation fold means a stronger effect. activation fold at 20 µM; hits with a dose series show EC50 in µM; in the data active = activation fold from about 3, or a potency from the dose series; inactive = the rest, 99 in 100 with activation fold below about 1.6; also: many of its hits are not listed in these tables
PMI inhibitors = MPI enzyme activity inhibition – biochemical, fluorescence intensity, coupled assay, primary screen (AID 1209). 190,000 compounds, 0.42% hits. one-dose inhibition, % at 20 µM; IC50 in µM for titrated hits. purified PMI enzyme, coupled fluorescence intensity; higher % means a stronger effect;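 also: plate controls were DMSO vehicle for no effect and wells lacking substrate for full effect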
Ins promoter up cell count = recorded beside Ins promoter up, whose call it bears; cell count; measured here: cytotoxicity, nuclei count;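 total cells summed across four imaged fields per well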
Starred values were filed as active, the others as inactive; ? = inconclusive; . = no result given. Rule as the data show it, unless noted: active = inhibition above about 50%; inactive = the rest.

SMILES	West Nile virus CPE	PhoP inhibition	SV40 large T antigen	PMI inhibition	RSV CPE inhibition	Ins promoter up	Ins promoter up cell count	ER stress rescue	TNAP activation fold	PMI inhibitors
COCCNC(=S)NCCc1ccc(Cl)cc1Cl	-0.7%	-8%	10%	-4%	-1.6%	-0.76	1313	1.1%	1.1	-2%
COc1ccc(-c2oc3ccc(-c4cc(OC)c(OC)c(OC)c4)cc3c2-c2ccc(OC)cc2)cc1	0.6%	-2%	7%	.	0.9%	.	.	.	.	.
Cc1ccc(CNC(=O)COC(=O)CCCOc2ccc(Cl)cc2Cl)cc1	0.3%	-12%	15%	13%	2.0%	.	.	1.4%	1	25%
C=CCSC1=C(C#N)C(c2ccccc2OC)CC(=O)N1 (centres undefined)	0.0%	1%	-4%	0%	0.4%	0.95	1143	-1.0%	1.1	0%
CC1C2(C)OC(=N)C(C#N)(C(C)O2)C1(C#N)C#N (centres undefined)	0.4%	-8%	17%	.	.	0.08	1038	.	.	.
O=C(CCCOc1ccc(Br)cc1)NCCc1ccc(OC(F)F)cc1	-0.9%	5%	-10%	.	13%	.	.	.	.	.
CC1CN(C(=O)C(C)N2CCN(c3ccccc3Cl)CC2)CC(C)O1 (centres undefined)	-0.7%	-4%	1%	-5%	-0.2%	1	1318	-7.9%	1.2	-4%
O=C(CCSc1ccccc1)N1CCN(c2ccccc2F)CC1	-0.7%	8%	9%	40%	0.4%	.	.	3.3%	1	22%
CC(NC(=O)Cn1cccc1)c1ccccc1 (centres undefined)	1.0%	-4%	-3%	.	0.6%	.	.	.	.	.
O=C1CN(C(=O)CSc2nc3ccccc3c(=O)n2CCCN2CCOCC2)c2ccccc2N1	0.0%	-11%	14%	.	-1.9%	0.12	1496	.	.	.
CN(NC(=O)CN1C(=O)c2ccccc2C1=O)C1=NS(=O)(=O)c2ccccc21	0.0%	5%	-3%	-13%	2.4%	-0.45	1583	0.1%	1.1	-9%
N#C/C(C(=O)N1CCOCC1)=C1\Nc2ccccc2S1	-0.3%	-15%	30%	-3%	-0.8%	0.3	1161	.	1.1	2%
COc1ccc(N(CC(=O)Nc2cccnc2)S(=O)(=O)c2ccccc2)cc1Cl	-0.2%	-4%	7%	.	1.8%	.	.	.	.	.
COc1ccc(CCNC(=O)c2noc3c2CCCC3)cc1OC	-0.2%	-13%	11%	12%	1.1%	-0.59	1177	-0.8%	1.1	11%
C/C(N)=C(/C#N)C(=O)CSc1cc(C)c2ccccc2n1	-0.9%	-1%	7%	4%	12%	-0.83	1545	1.0%	1.1	6%
Cc1cnc(CN(C)C(=O)c2ccc3oc(Cc4ccccc4)nc3c2)[nH]1	-0.4%	2%	1%	.	-0.2%	.	.	.	.	.
O=C(Nc1nc(-c2ccc3c(c2)Cc2ccccc2-3)cs1)c1ccccc1	-0.1%	-11%	0%	4%	2.9%	0.46	2288	-0.1%	0.8	-1%
Cc1nn(C(C)C(=O)N2CCOCC2)c(C)c1[N+](=O)[O-] (centres undefined)	0.4%	-11%	1%	-13%	0.1%	-0.29	1508	0.0%	1.3	-2%
COc1ccc(NC(=O)CCC(=O)Nc2nnc(C(C)C)s2)cc1Cl	0.1%	-9%	4%	.	-0.3%	.	.	.	.	.
c1ccc(CSc2nncn2-c2ccccn2)cc1	0.1%	0%	-2%	11%	3.5%	1.7	1211	-1.4%	1.1	5%
CC(=O)NC(c1ccc(C)cc1)c1cc(Cl)c2cccnc2c1O (centres undefined)	?	-2%	16%	.	7.4%	.	.	.	.	.
Cc1cccc(N2CN(Cc3cccnc3)CNC2=S)c1	0.1%	-13%	12%	-6%	0.7%	0.29	1543	0.9%	1	17%
O=C(COC(=O)/C=C/c1cccs1)Nc1cccc(S(=O)(=O)N2CCCC2)c1	-0.1%	-13%	3%	-1%	0.4%	-1.4	1235	0.4%	1.1	5%
COc1ccc(N2CCN(C(=O)CN(C)S(=O)(=O)c3cc(C)ccc3OC)CC2)cc1	-0.4%	-5%	14%	16%	-0.6%	0.53	1341	2.7%	1	6%
c1ccc(CCCN2CCN(c3ccccn3)CC2)cc1	-0.6%	0%	8%	.	-0.3%	.	.	.	.	.
N#C/C(=C/c1ccc(-c2ccccc2[N+](=O)[O-])o1)C(N)=O	-0.3%	-6%	14%	52%*	2.8%	-0.48	1572	-0.1%	1	7%
COc1ccc(/C=N/NC(=O)CSc2nnc(C)n2-c2ccccc2)c(OC)c1OC	0.1%	16%	-2%	4%	21%	-0.27	1516	-1.9%	1	2%
CCc1oc2ccccc2c1C(=O)CCN1CCCCC1	-0.1%	19%	2%	41%	0.2%	0.08	1381	5.7%	1	40%
Cc1ccc(-c2nc(C#N)c(NCCCn3ccnc3)o2)cc1	-1.5%	8%	16%	10%	-1.1%	.	.	-2.5%	1	-1%
COc1cc2c(cc1OC)CN(c1ccc([N+](=O)[O-])cc1C#N)CC2	-0.6%	-11%	14%	12%	?	-1.6	1311	-1.1%	1.1	16%

PMI inhibition: hit marks shown above
SMILES | West Nile virus CPE | PhoP inhibition | SV40 large T antigen | PMI inhibition | RSV CPE inhibition | TNAP activation fold | PMI inhibitors
N#C/C(=C/c1ccc(-c2ccccc2[N+](=O)[O-])o1)C(N)=O | -0.3% | -6% | 14% | 52%* | 2.8% | 1 | 7%

More records:
SMILES	West Nile virus CPE	PhoP inhibition	SV40 large T antigen	PMI inhibition	RSV CPE inhibition	Ins promoter up	Ins promoter up cell count	ER stress rescue	TNAP activation fold	PMI inhibitors
CC(C)(Oc1ccc(Br)cc1Cl)C(=O)Nc1ccon1	-0.5%	-1%	2%	.	0.1%	.	.	.	.	.
Oc1ccc2ccccc2c1C=Nc1ccc(N2CCOCC2)cc1	-0.5%	7%	36µM*	29%	8.2%	-0.2	801	3.3%	0.9	35%
O=C(NCc1ccccc1)c1cnsn1	-0.7%	3%	-4%	13%	-0.2%	.	.	-3.3%	1	11%
c1ccc(Nc2nc(N3CCNCC3)nc(N3CCOCC3)n2)cc1	0.1%	-2%	9%	5%	-0.1%	-2.1	623	-1.3%	1.1	5%
CC1CC(C)CN(C(=O)CNC(=O)Cn2ccc3ccccc3c2=O)C1 (centres undefined)	-0.1%	-8%	18%	1%	0.5%	1.8	1143	-2.0%	1.1	-6%
CCOC(=O)Cn1cc(C=O)c2ccccc21	-0.7%	11%	-2%	-1%	0.8%	-0.2	1127	-0.1%	1.1	3%
O=C(Nc1ccc2snnc2c1)N1CCCCC1	-0.1%	.	.	10%	1.0%	0.32	1496	0.0%	1.1	-10%
CCNC(=S)Nc1cc(C(=O)N2CCCC2)ccc1N1CCCC1	0.1%	-2%	17%	-3%	0.4%	0.11	1580	2.0%	1.1	0%
O=C(CCCc1ccccc1)NCCN1CCOCC1	-0.1%	-13%	5%	-5%	0.5%	-0.42	1080	1.2%	1.1	-7%
Cn1nc(CC(=O)NCc2ccc(F)cc2)c2ccccc2c1=O	-0.5%	5%	0%	-3%	2.3%	-0.42	875	2.1%	1.1	0%
Cc1cc(C)nc(NS(=O)(=O)c2ccc(NC(=O)c3ccc4c(c3)OCO4)cc2)n1	1.0%	4%	-4%	3%	1.3%	.	.	-0.6%	1.1	2%
C=CCn1c(SCC(=O)c2cccs2)nc2sc(CC)cc2c1=O	0.0%	9%	4%	6%	12%	-0.1	998	1.8%	1	-1%
COC(=O)c1c(NC(=S)Nc2ccc(F)cc2[N+](=O)[O-])sc2c1CCCCC2	-0.1%	-5%	9%	41%	20%	-0.43	1468	-1.7%	1	63%*
O=C(CSc1ccc(Cl)cc1)Nc1ccccc1Oc1ccccc1	-0.1%	1%	32%	12%	0.4%	-0.46	1513	1.2%	1.2	8%
Cc1cc2cc(CNC(=O)NC3CCCCC3)ccc2[nH]1	2.2%	18%	-6%	6%	1.8%	-0.31	1341	-3.6%	1.1	5%

Among those listed so far, 4 have a nitro group on carbon:
SMILES	West Nile virus CPE	PhoP inhibition	SV40 large T antigen	PMI inhibition	RSV CPE inhibition	Ins promoter up	Ins promoter up cell count	ER stress rescue	TNAP activation fold	PMI inhibitors
Cc1nn(C(C)C(=O)N2CCOCC2)c(C)c1[N+](=O)[O-] (centres undefined)	0.4%	-11%	1%	-13%	0.1%	-0.29	1508	0.0%	1.3	-2%
N#C/C(=C/c1ccc(-c2ccccc2[N+](=O)[O-])o1)C(N)=O	-0.3%	-6%	14%	52%*	2.8%	-0.48	1572	-0.1%	1	7%
COc1cc2c(cc1OC)CN(c1ccc([N+](=O)[O-])cc1C#N)CC2	-0.6%	-11%	14%	12%	?	-1.6	1311	-1.1%	1.1	16%
COC(=O)c1c(NC(=S)Nc2ccc(F)cc2[N+](=O)[O-])sc2c1CCCCC2	-0.1%	-5%	9%	41%	20%	-0.43	1468	-1.7%	1	63%*

(further entries)
SMILES	West Nile virus CPE	PhoP inhibition	SV40 large T antigen	PMI inhibition	RSV CPE inhibition	Ins promoter up	Ins promoter up cell count	ER stress rescue	TNAP activation fold	PMI inhibitors
COc1cc(NC(=S)NC2CC(C)(C)NC(C)(C)C2)c(OC)cc1Cl	0.2%	-2%	16%	6%	0.0%	-0.25	1615	0.7%	1.1	-4%
Brc1ccc2ncnc(NCc3ccco3)c2c1	-1.0%	4%	12%	2%	3.8%	?	.	-0.8%	1	-3%
NC(=O)CC(NC(=O)Cc1ccc(Br)cc1)c1ccc(N2CCC(Br)CC2)c([N+](=O)[O-])c1 (centres undefined)	0.1%	7%	8%	.	-0.5%	0.14	1019	.	.	.
Cc1ccc(/C=C2/SC(=S)N(CCC(=O)N3CCOCC3)C2=O)cc1	?	7%	3%	.	0.9%	.	.	.	.	.
CN(C)S(=O)(=O)c1cccc(-c2nn(-c3ccccc3)cc2/C=C(/C#N)C(=O)NCc2ccco2)c1	-0.5%	0%	7%	11%	3.0%	-0.16	1364	-3.4%	0.9	14%
CC(=O)Nc1ccc(S(=O)(=O)N(C#N)c2nc(N(C)C)nc(N(C)C)n2)cc1	0.0%	1%	10%	.	2.3%	.	.	.	.	.
COC(=O)C1=C(C)NC(=O)NC1/C=C/c1ccccc1 (centres undefined)	0.3%	-12%	11%	10%	0.8%	.	.	-0.4%	1.1	15%
O=c1[nH]c2cccnc2n1-c1ccc([N+](=O)[O-])cc1	0.2%	-6%	9%	.	0.3%	-0.2	1099	.	.	.
Clc1ccc(CN2C3=NCCCN3c3ccccc32)c(Cl)c1	-1.6%	-3%	3%	.	2.0%	.	.	.	.	.
COc1ccc(NC(=O)COc2ccc(/C=C/c3cccc[n+]3C)cc2OC)cc1	0.6%	2%	6%	.	-0.3%	.	.	.	.	.
CN1C(=O)C(CC(=O)Nc2ccccc2F)N(NC(=O)c2ccc(Br)cc2)C1=S (centres undefined)	-0.5%	10%	2%	.	43%	.	.	.	.	.
O=S(=O)(c1ccc(S(=O)(=O)N2CCN(C3CCCCC3)CC2)cc1)N1CCCCCC1	.	.	.	-5%	.	1.3	1192	-1.0%	1.1	-10%
CCOC(=O)N1CCN(c2ccc(O)cc2)CC1	1.6%	-3%	10µM*	20%	-0.3%	0.26	966	-3.6%	1.1	17%
